# High-throughput results (PubChem BioAssay)
# tuberculosis growth = growth inhibition of non-replicating M. tuberculosis (AID 488890); 320,000 tested, 0.39% active; inhibition, % at 25 µM, or IC50 in µM where a hit was titrated; Mycobacterium tuberculosis non-replicating, growth inhibition; higher % means a stronger effect; in the data active = a potency from the dose series; inconclusive = inhibition mostly from about 82% at the one dose, without a potency; inactive = the rest, 99 in 100 with inhibition below about 76%;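 also: plate controls were DMSO cells for no effect and high antibiotic wells for full effect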
# VEEV TC-83 Vero = inhibitors of VEEV TC-83 cytopathic effect, confirmation, Vero cells (AID 588727). 350,000 tested, 0.13% active. Vero cells, VEEV TC-83 cytopathic effect inhibition; higher % means a stronger effect. one-dose inhibition, % at 20 µM; IC50 in µM for titrated hits; in the data active = a potency from the dose series; inconclusive = inhibition mostly from about 14% at the one dose, without a potency; inactive = the rest, 99 in 100 with inhibition below about 12%; also: strong numbers were not always called active
# H1N1 NS1A inhibition = H1N1 influenza NS1A inhibitors, functional cell based assay (AID 504329) | 340,000 tested, 0.3% active | one-dose inhibition, % at 12.5 µM; IC50 in µM for titrated hits | NS1A functional cell-based assay, percent inhibition; higher % means a stronger effect; in the data active = a potency from the dose series; inconclusive = inhibition above about 27% without an active follow-up result; also: strong numbers were not always called active
# M. tuberculosis HTS = M. tuberculosis growth inhibition, HTS (AID 449762); inhibition, % at 25 µM; hits with a dose series show IC50 in µM; 330,000 tested, 0.59% active; M. tuberculosis H37Rv growth inhibition, 7H9 media; higher % means a stronger effect; in the data active = a potency from the dose series; inconclusive = inhibition above about 70% without an active follow-up result;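 also: bacterial growth assessed after seven days of incubation; strong numbers were not always called active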
# Salmonella PhoP GFP = PhoP regulon inhibitors, Salmonella typhi PhoP promoter GFP reporter, confirmatory (AID 1850); Salmonella Typhi PhoP-promoter GFP reporter, fluorescence, 4 h; higher % means a stronger effect; inhibition, % at 50 µM, or IC50 in µM where a hit was titrated; 310,000 tested, 0.33% active; in the data active = a potency from the dose series; inconclusive = inhibition mostly from about 25% at the one dose, without a potency; inactive = the rest, 99 in 100 with inhibition below about 19%;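 also: 0% = induced wells with vehicle and 100% = uninduced wells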
# VEEV TC-83 Vero 10K pilot screen = recorded beside VEEV TC-83 Vero, whose call it bears; inhibition, %; measured here: 10K pilot screen inhibition
# Active calls of the source: *; i = inactive; ? = inconclusive; · = not tested or not shown.
SMILES,tuberculosis growth,VEEV TC-83 Vero,H1N1 NS1A inhibition,M. tuberculosis HTS,Salmonella PhoP GFP,others
COc1cccc(/C=N/NC(=O)CNC(=O)c2ccc(S(=O)(=O)N3CCOCC3)cc2)c1OC,10%,1.6%,-1%,-1%,-6%,
CCCc1cc(=O)[nH]c(SCC(=O)N2CCc3ccccc32)n1,7%,4.6%,-6%,-4%,·,
CCN1C(=O)C2(C(C#N)=C(N)Oc3n[nH]c(-c4ccccc4)c32)c2ccccc21 (stereo not drawn),29%,0.4%,1%,2%,-12%,
Nc1nnnn1/N=C/c1ccc(O)cc1,13%,1.0%,-2%,-8%,2%,
Cc1ccc(CCNC(=O)c2ccc3nc4ccccc4c(=O)n3c2)cc1,10%,0.2%,-5%,7%,-1%,
CN(C)S(=O)(=O)c1cccc(-c2cn3ccccc3n2)c1,-3%,2.8%,3%,-7%,6%,
Cc1cc(/C=C(\C#N)C(=O)Nc2ccccc2)c(C)n1-c1ccc2c(c1)OCO2,15%,3.0%,3%,19%,2%,
NS(=O)(=O)c1ccc(CNC(=O)CNC(=O)c2ccc(F)cc2)cc1,-3%,0.1%,-5%,-9%,-6%,
S=C(Nc1ccc2nsnc2c1)N1CCCC1,41%,0.9%,-23%,50%,-8%,
COC(=O)c1ccc(COc2ccc3c4c(c(=O)oc3c2)CCC4)o1,1%,5.3%,-6%,0%,-1%,
O=C1NC2(CCCCC2)C(=O)N1c1ccccc1,0%,5.1%,-10%,10%,-11%,
Cc1ccc(OCC(=O)N/N=C/c2cn(Cc3ccccc3)c3ccccc23)cc1,-13%,1.7%,-4%,11%,0%,
COc1ccc(S(=O)(=O)Nc2ccccc2SC)cc1C,0%,0.3%,-7%,-2%,10%,
CC1CCCC(NC(=S)NC(=O)c2cncc(Br)c2)C1C (stereo not drawn),37%,0.5%,2%,-19%,-2%,
Cc1ccc(S(=O)(=O)n2nc(C)cc2C)cc1,7%,2.9%,-1%,-3%,1%,
O=C(C1CCC1)N1CCc2cc(S(=O)(=O)NCc3ccccn3)ccc21,16%,i,2%,-5%,3%,
O=C(CCC1CCCCC1)NCCN1C2=NC[C@@H](Cc3ccccc3)N2C[C@H]1Cc1ccc(O)cc1,?,2.4%,9%,?,-2%,
N#Cc1c2n(c3c(=S)nc[nH]c13)CCCCC2,-7%,1.9%,-2%,-3%,15%,
COC(=O)[C@@H](Cc1c[nH]c2ccccc12)NC(=O)c1cc(=O)[nH]c2ccccc12,-5%,6.2%,-3%,-5%,21%,
O=C(NC1CCCC1)C(c1cccnc1)N(C(=O)c1csnn1)C1CCCC1 (stereo not drawn),6%,i,8%,2%,2%,

# Next part; it opens with the 6 that closed the last part.
SMILES,tuberculosis growth,VEEV TC-83 Vero,H1N1 NS1A inhibition,M. tuberculosis HTS,Salmonella PhoP GFP,others
Cc1ccc(S(=O)(=O)n2nc(C)cc2C)cc1,7%,2.9%,-1%,-3%,1%,
O=C(C1CCC1)N1CCc2cc(S(=O)(=O)NCc3ccccn3)ccc21,16%,i,2%,-5%,3%,
O=C(CCC1CCCCC1)NCCN1C2=NC[C@@H](Cc3ccccc3)N2C[C@H]1Cc1ccc(O)cc1,?,2.4%,9%,?,-2%,
N#Cc1c2n(c3c(=S)nc[nH]c13)CCCCC2,-7%,1.9%,-2%,-3%,15%,
COC(=O)[C@@H](Cc1c[nH]c2ccccc12)NC(=O)c1cc(=O)[nH]c2ccccc12,-5%,6.2%,-3%,-5%,21%,
O=C(NC1CCCC1)C(c1cccnc1)N(C(=O)c1csnn1)C1CCCC1 (stereo not drawn),6%,i,8%,2%,2%,
CC1CC(C)CN(C(=O)c2cccc(S(=O)(=O)N3c4ccccc4CC3C)c2)C1 (stereo not drawn),·,3.7%,-11%,·,·,
COc1ccc(C(=O)NNC2=C(C(=O)C(F)(F)F)CCC2)cc1,1.9µM*,1.6%,·,-1%,5%,
Cc1cccn2c(=O)c3cc(C(=O)NCCN4CCOCC4)c(=N)n(CCN4CCOCC4)c3nc12,-14%,i,6%,12%,-9%,
CCOC(=O)c1c(NC(=O)COC(=O)c2ccncc2)sc(C)c1C,20%,0.4%,-4%,8%,-37%,
Cc1ccc(Nc2ccc([N+](=O)[O-])cn2)cc1Cl,6%,2.2%,-2%,4%,1%,
Cc1ccc(CC(=O)NCc2ccc(Cl)cc2)cc1,57%,i,2%,13%,-4%,
CC(C)(C)NC(=O)Nc1ccc(Br)cc1,-6%,0.8%,0%,9%,-8%,
CCOC(=O)N1CCN(C(=O)CCC2CCCC2)CC1,69%,1.7%,2%,0%,-15%,
CC(C)n1nc(C(=O)Nc2nnc(SCc3c(Cl)cccc3Cl)s2)c2ccccc2c1=O,17%,9.2%,-1%,-3%,11%,
CCC(=O)N1C(C(=O)O)CSC1c1ccc(OC)cc1 (stereo not drawn),74%,1.1%,0%,1%,0%,
COc1ccc2cc(C3(C)NC(=O)N(CC(=O)N4CCCCC4)C3=O)ccc2c1 (stereo not drawn),9%,i,0%,-6%,·,
COc1cc(C(=O)N2CC(C)OC(C)C2)c([N+](=O)[O-])cc1OC (stereo not drawn),5%,2.7%,-8%,-5%,5%,
Cc1ccc(NC(=O)CC(C)S(=O)(=O)c2ccc3c(c2)NC(=O)CO3)c(Cl)c1 (stereo not drawn),11%,5.9%,-8%,-3%,5%,
COC(=O)C1=C(c2ccc(S(C)(=O)=O)cc2)C[C@@H]2CC[C@H]1N2C(=O)N1CCCC1,-1%,0.8%,6%,3%,-2%,
CCCn1nc2cc(C(=O)NCC34CC5CC(CC(C5)C3)C4)ccc2c1OCC,29%,3.5%,5%,?,-3%,VEEV TC-83 Vero 10K pilot screen=1.8
O=C(Nc1ccccc1)N(Cc1ccccc1)C1=NCCS1,-16%,3.0%,-8%,-8%,3%,
Cc1ccc(S(=O)(=O)C2(C(=O)N3CCN(C4CCCCC4)CC3)CC2)cc1,-7%,2.5%,2%,-2%,-4%,
C[C@H](CO)N1C[C@H](C)[C@@H](CN(C)C(=O)Nc2ccccc2)Oc2ccc(NC(=O)Cc3ccccc3)cc2C1=O,16%,0.4%,-8%,0%,·,
O=C(CSc1nnc(-c2ccccc2)n1C1CCCCC1)Nc1ccc(S(=O)(=O)Nc2ccccn2)cc1,37%,2.5%,8%,-1%,-9%,
CCn1c(C)c(C(C)=O)c(N2CCN(C(=O)c3ccco3)CC2)nc1=S,-5%,i,2%,-3%,-5%,
Cc1ccc([N+](=O)[O-])cc1S(=O)(=O)Nc1ccccn1,6%,i,-14%,-4%,-9%,
COc1ccccc1NC(=O)c1cc([N+](=O)[O-])ccc1N1CCOCC1,14%,4.4%,-8%,-11%,-9%,
CC1CCc2nn(CC(=O)NCc3ccc4c(c3)OCO4)cc2C1 (stereo not drawn),8%,0.9%,2%,-2%,0%,
COc1ccc(N/C=C(\C=C\C#N)S(=O)(=O)c2ccccc2)cc1,-15%,1.1%,-1%,-1%,-6%,
CCOC(=O)c1c(-c2ccccc2)csc1NC(=O)c1cc(-c2ccccc2OC)on1,17%,i,12%,-10%,-2%,
O=C(/C=C/c1ccco1)NCc1ccc2c(c1)OCO2,60%,0.9%,-4%,-1%,19%,
Cc1ccc(CCNC(=O)C2CCN(S(=O)(=O)c3ccc4c(c3)oc(=O)n4C)CC2)cc1,-24%,0.9%,-3%,-5%,3%,
COc1ccc(-n2c(C)cc(C(=O)CSc3nnc(-c4ccoc4C)n3C)c2C)cc1,65%,9.4%,3%,17%,-8%,
COc1ccc(-c2nc(SC(CC(=O)NCc3ccccc3)c3ccc(OC)c(OC)c3)n[nH]2)cc1 (stereo not drawn),4%,6.7%,8%,2%,5%,
COc1ccc(CCNC(=O)Cn2cc(C(F)(F)F)cc(Cl)c2=O)cc1,-9%,i,6%,5%,0%,
CCCn1c(C)cc(C(=O)COC(=O)c2cc(S(=O)(=O)NCC(C)C)c(Cl)cc2Cl)c1C,4%,5.9%,-1%,3%,10%,
CC(=O)N1CCN(c2ccc(S(C)(=O)=O)cc2[N+](=O)[O-])CC1,24%,1.0%,-5%,-3%,12%,
CC(=O)N1N=C(c2ccco2)CC1c1ccc(C)cc1 (stereo not drawn),18%,0.1%,-7%,-1%,-5%,
Cc1cc2c(=O)n(Cc3ccco3)c(SCC(=O)c3ccc(Cl)s3)nc2s1,6%,3.0%,-6%,3%,0%,
Fc1ccccc1COc1ccc(/C=N/NC(=S)NCc2ccccc2)cc1,-2%,i,0%,6%,-8%,
COc1ccc(-n2c(SCc3ccc([N+](=O)[O-])cc3)nnc2-c2ccc(C)cc2)cc1,33%,7.0%,4%,7%,0%,
CN/C(=C/[N+](=O)[O-])NCCSCc1csc(CN(C)C)n1,-11%,1.7%,-11%,-2%,-17%,
O=C(Nc1ccc2c(c1)OCO2)c1cccc(F)c1,0%,1.1%,0%,-6%,7%,
O=C(COC(=O)c1cc(Br)ccc1O)NC1CCCCCC1,?,2.6%,-11%,?,1%,
COc1ccc(S(=O)(=O)N2CCN(CC(=O)NC3CC3)CC2)cc1,11%,5.1%,19%,0%,0%,

# Random excerpt: four records from the list.
SMILES,tuberculosis growth,VEEV TC-83 Vero,H1N1 NS1A inhibition,M. tuberculosis HTS,Salmonella PhoP GFP,others
Cc1ccc(S(=O)(=O)n2nc(C)cc2C)cc1,7%,2.9%,-1%,-3%,1%,
O=C(NC1CCCC1)C(c1cccnc1)N(C(=O)c1csnn1)C1CCCC1 (stereo not drawn),6%,i,8%,2%,2%,
CCC(=O)N1C(C(=O)O)CSC1c1ccc(OC)cc1 (stereo not drawn),74%,1.1%,0%,1%,0%,
CCN1C(=O)C2(C(C#N)=C(N)Oc3n[nH]c(-c4ccccc4)c32)c2ccccc21 (stereo not drawn),29%,0.4%,1%,2%,-12%,

# Next section:
SMILES,tuberculosis growth,VEEV TC-83 Vero,H1N1 NS1A inhibition,M. tuberculosis HTS,Salmonella PhoP GFP,others
N#Cc1c(SCC(N)=O)nc(-c2ccccc2)c2c1CCCC2,-3%,7.0%,-14%,1%,-5%,
CCOc1cc(N2CCOCC2)c(OCC)cc1NC(=O)CSc1n[nH]c(N)n1,9%,1.3%,-14%,-4%,3%,
COc1ccc(C(=O)O/N=C/c2ccc(S(=O)(=O)c3ccc(Cl)cc3)nc2)cc1,-4%,i,-11%,3%,-13%,
COc1ccccc1NC(=O)c1ccc(S(=O)(=O)N2CCCC(C)C2)cc1 (stereo not drawn),-6%,3.5%,5%,-3%,-5%,
O=C(CNC(=O)c1cccc(Br)c1)N/N=C/c1ccc[nH]1,15%,0.8%,-1%,8%,8%,

# Gathered by group, those above with a thiophene ring, fused or not.
SMILES,tuberculosis growth,VEEV TC-83 Vero,H1N1 NS1A inhibition,M. tuberculosis HTS,Salmonella PhoP GFP,others
CCOC(=O)c1c(NC(=O)COC(=O)c2ccncc2)sc(C)c1C,20%,0.4%,-4%,8%,-37%,
CCOC(=O)c1c(-c2ccccc2)csc1NC(=O)c1cc(-c2ccccc2OC)on1,17%,i,12%,-10%,-2%,
Cc1cc2c(=O)n(Cc3ccco3)c(SCC(=O)c3ccc(Cl)s3)nc2s1,6%,3.0%,-6%,3%,0%,
